# Bioassay records as filed in PubChem BioAssay.
# SUMO1 PPI mod – alters human SUMO1 binding to SIM partners | P63165 | SUMO1 binding to a labelled peptide, TR-FRET, 1 h | inhibition, % at 20 µM | 0.33% of 360,000 active; in the data active = inhibition above about 37%
# CSN inh – CSN deneddylation inhibition. Q92905. Purified CSN, SCF-Nedd8-OG deneddylation, fluorescence polarization. inhibition, % at 12.5 µM. 0.38% of 360,000 active;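 active = pattern-corrected inhibition above about 35%, with an unprinted fluorescence ratio check between 0.5 and 1.5, limit read from the data, passing the limit was not always enough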;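 also: 0% = enzyme with substrate and 100% = substrate without enzyme; some results filed as inactive read as strong as hits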
#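 Material: human Csn5 produced in HEK293T cells; Input: enzyme 0.24 nM; Reagent: SCFSkp2-Nedd8OG substrate at 10 nM final; Dosing: 12.5 µM compound; Incubation: 90 min reaction at room temperature; Detection: fluorescence polarization of the substrate; Evaluation: % inhibition of substrate cleavage by Csn5; Control set: substrate-only high control, full reaction low control.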
# LMPTP inh – blocks human LMPTP phosphatase; recombinant LMPTP-A, OMFP fluorogenic substrate, fluorescence intensity; 0.22% of 360,000 active; inhibition, % at 20 µM;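 active = compounds that cut the enzyme signal by at least half of the control window in the single-dose screen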;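 also: plate controls were DMSO wells with enzyme plus substrate for no effect and substrate without enzyme for full effect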
# Target sequence (P24666 whole entry, looked up): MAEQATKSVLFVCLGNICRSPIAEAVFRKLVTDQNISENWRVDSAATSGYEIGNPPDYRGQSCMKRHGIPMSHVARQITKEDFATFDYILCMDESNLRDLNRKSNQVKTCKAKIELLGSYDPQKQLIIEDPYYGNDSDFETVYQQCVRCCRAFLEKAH
#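 Buffer or medium: Bis-Tris pH 6.0, DTT, detergent; Assay system: LMPTP-A enzyme; Quantity: 0.625 nM enzyme; Detection: endpoint fluorescence intensity; Times: 50 min dark incubation at room temperature; Controls: substrate-only low control, DMSO enzyme-plus-substrate high control; Doses: single 20 µM dose; Read-out: percent inhibition versus substrate-only and uninhibited controls; Reagent: 400 µM OMFP.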
# STEP block – STEP (human) phosphatase inhibition | recombinant STEP, OMFP fluorogenic substrate, fluorescence | inhibition, % at 20 µM | 0.25% of 360,000 active | AID 588621;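 active = inhibition at 20 µM, scaled per plate between control wells, above about 37%, limit read from the data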;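 also: 0% = DMSO with enzyme and substrate and 100% = substrate only without enzyme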
#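 Material: STEP (striatal-enriched tyrosine phosphatase) enzyme, cell-free; Compound dosing: 20 µM single dose in 1% DMSO; Technique: fluorescence read at 480 nm ex / 540 nm em; Times: reaction 20 min, ambient temperature; Medium: 50 mM Bis-Tris pH 6.0 with 2.5 mM DTT and 0.005% Tween 20; Also added: OMFP at 25 µM.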
# Tb MetRS inh – blocks T. brucei methionyl-tRNA synthetase activity | purified T. brucei MetRS, ATP depletion, Kinase-Glo luminescence | inhibition, % at 11.9 µM | 0.4% of 360,000 active | AID 624268;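 active = inhibition above a per-plate cutoff of the control wells' mean inhibition plus 3 SD, cut at about 5.5% in these data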;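 also: 0% = DMSO wells median and 100% = median of wells with control inhibitor compound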
#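 Material – parasite MetRS enzyme · Medium – HEPES-MgCl2-KCl buffer plus DTT, spermine, BSA, pyrophosphatase · Reagent – ATP, methionine and E. coli bulk tRNA substrates · Times – 15 min enzyme-compound preincubation, 2 h reaction, 10 min detection, 25 °C · Measured by – luminescence of leftover ATP · Evaluation – percent inhibition relative to median high and low control wells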
# Scp1 inh – blocks human Scp-1 phosphatase activity | Q9GZU7 | Recombinant Scp1, phosphopeptide, malachite green phosphate absorbance | inhibition, % at 20 µM | 0.88% of 340,000 active;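 active = inhibition above about 50% at 20 µM, limit read from the data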;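 also: plate controls were DMSO wells with enzyme for no effect and wells lacking enzyme for full effect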
# Target sequence (Q9GZU7 76-261 limits assumed): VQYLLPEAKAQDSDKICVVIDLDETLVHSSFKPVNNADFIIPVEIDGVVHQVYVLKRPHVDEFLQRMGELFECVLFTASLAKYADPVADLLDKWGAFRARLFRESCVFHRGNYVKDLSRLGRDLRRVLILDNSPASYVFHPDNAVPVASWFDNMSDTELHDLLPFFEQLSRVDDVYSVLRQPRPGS
#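 System: SCP-1 catalytic domain; Reagent: Phospho 17-mer peptide substrate; Doses: one concentration, 20 µM, with 1.0% DMSO; Incubation: 45 min room-temperature reaction, 5 min colour, 30 min stabiliser; Signal: Phosphate-binding colour reagent, absorbance read at 630 nm.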
# PABP1 MLLE inh – inhibitors of microRNA-mediated deadenylation, human PABP1 MLLE binding; 0.36% of 360,000 active; GST-MLLE / FITC-PAM2 fluorescence polarization; inhibition, % at 20 µM; AID 588489; in the data active = inhibition above about 35%, passing the limit was not always enough;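 also: plate controls were DMSO wells with GST-MLLE for no effect and wells lacking GST-MLLE protein for full effect; some results filed as inactive read as strong as hits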
# Target sequence (P11940 whole entry, looked up): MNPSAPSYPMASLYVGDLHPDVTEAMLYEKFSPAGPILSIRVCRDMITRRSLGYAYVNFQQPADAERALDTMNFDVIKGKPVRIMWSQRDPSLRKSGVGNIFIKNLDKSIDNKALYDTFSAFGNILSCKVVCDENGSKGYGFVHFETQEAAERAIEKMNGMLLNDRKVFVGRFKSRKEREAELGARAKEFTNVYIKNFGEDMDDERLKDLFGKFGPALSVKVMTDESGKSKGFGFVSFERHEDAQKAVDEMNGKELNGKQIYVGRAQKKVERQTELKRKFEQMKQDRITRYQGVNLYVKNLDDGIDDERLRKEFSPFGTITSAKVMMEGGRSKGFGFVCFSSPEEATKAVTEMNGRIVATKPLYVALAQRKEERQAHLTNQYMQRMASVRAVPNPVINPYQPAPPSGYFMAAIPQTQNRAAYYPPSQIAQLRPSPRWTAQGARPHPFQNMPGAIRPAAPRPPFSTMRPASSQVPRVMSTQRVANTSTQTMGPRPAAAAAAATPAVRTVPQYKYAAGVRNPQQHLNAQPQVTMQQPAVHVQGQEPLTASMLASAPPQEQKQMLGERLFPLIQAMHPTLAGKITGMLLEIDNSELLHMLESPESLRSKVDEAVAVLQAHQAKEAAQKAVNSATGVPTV
# DNMT1 inh – blocks human DNA methyltransferase DNMT1 | DNMT1 molecular beacon, Hinp1I cleavage, fluorescence | 0.83% of 360,000 active | P26358 | inhibition (reported as % activation of signal), % at 10 µM; in the data active = inhibition above about 50%
# Rpn11 block – Rpn11 (human) deubiquitinase inhibition; human 26S proteasome, Ub4-pepOG fluorescence polarization; 20S core pre-blocked with epoxomicin; O00487; calls only at 20 µM; 0.59% of 360,000 active;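 active = inhibition at 20 µM, scaled to each plate's controls, above about 33%, limit read from the data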
# NadD inh – NadD (S. aureus) enzyme inhibition | AID 602399 | inhibition, % at 20 µM | purified NadD enzyme, colorimetric absorbance read-out | 0.78% of 360,000 active; in the data active = inhibition above about 26%; also: some compounds past the cut are filed as inactive
# Starred values were filed as active, the others as inactive; i = inactive; . = not tested or not shown.
# Preview, 11 compounds:
LMPTP inh	Scp1 inh	Rpn11 block	NadD inh	DNMT1 inh	SUMO1 PPI mod	CSN inh	Tb MetRS inh	SMILES	PABP1 MLLE inh	STEP block
-3.4	-2	i	-4	0	-9	-4	-0.7	COc1ccc(OC)c(C(=O)N/N=C/c2ccccn2)c1	-8	0
0.7	6	i	4	-14	-3	-2	0.2	C#CCOc1c(Cl)cc(/C=N/NC(N)=S)cc1OCC	-38	-4
0.4	-11	i	-11	-5	-1	0	0.7	CCOC(=O)[C@@H]1[C@H]2COc3cc(OC)ccc3[C@@H]2N2C(=O)N(c3ccc(C(F)(F)F)cc3)C(=O)[C@@]12C	4	2
-2.3	-1	i	2	-7	-6	-1	-1.0	CCNC(=O)/C(=C/c1ccco1)NC(=O)/C=C/c1ccccc1	13	-5
0.0	-8	i	-4	3	1	2	-0.7	CC(CCc1ccccc1)NC(=O)C1CCCN(C(=O)c2cc3sccc3n2C)C1 (stereo not drawn)	13	1
-0.1	-8	i	-4	1	-1	3	-1.2	COc1ccc(/C(C)=N/NC(=O)CNC(=O)c2cccnc2)cc1	-5	1
1.4	0	i	7	2	8	-5	-0.3	CCOC(=O)Nc1sc(NS(=O)(=O)c2ccc(C)cc2)nc1C	34	0
0.5	-1	i	-5	2	3	1	0.1	COC(=O)c1ccc(NC(=O)CSc2nnc(C3CC3)n2C)cc1	2	0
0.7	-7	i	-3	-1	0	-2	-0.3	Cc1ccc(S(=O)(=O)N2CCN(C(=O)COC(=O)Cc3ccc(F)cc3)CC2)c(C)c1	-6	1
-3.7	0	i	4	4	12	-1	-0.4	CCOc1ccc(N2C(=O)CC(NCCc3ccc(S(N)(=O)=O)cc3)C2=O)cc1 (stereo not drawn)	-1	-2
-0.1	.	.	2	.	4	-3	-1.5	CC(C)(C)OC(=O)N1CCN(C(c2ccnc3ccccc23)c2nnnn2-c2ccc3c(c2)OCCO3)CC1 (stereo not drawn)	.	.

# The listing, repeating the preview:
LMPTP inh	Scp1 inh	Rpn11 block	NadD inh	DNMT1 inh	SUMO1 PPI mod	CSN inh	Tb MetRS inh	SMILES	PABP1 MLLE inh	STEP block
-3.4	-2	i	-4	0	-9	-4	-0.7	COc1ccc(OC)c(C(=O)N/N=C/c2ccccn2)c1	-8	0
0.7	6	i	4	-14	-3	-2	0.2	C#CCOc1c(Cl)cc(/C=N/NC(N)=S)cc1OCC	-38	-4
0.4	-11	i	-11	-5	-1	0	0.7	CCOC(=O)[C@@H]1[C@H]2COc3cc(OC)ccc3[C@@H]2N2C(=O)N(c3ccc(C(F)(F)F)cc3)C(=O)[C@@]12C	4	2
-2.3	-1	i	2	-7	-6	-1	-1.0	CCNC(=O)/C(=C/c1ccco1)NC(=O)/C=C/c1ccccc1	13	-5
0.0	-8	i	-4	3	1	2	-0.7	CC(CCc1ccccc1)NC(=O)C1CCCN(C(=O)c2cc3sccc3n2C)C1 (stereo not drawn)	13	1
-0.1	-8	i	-4	1	-1	3	-1.2	COc1ccc(/C(C)=N/NC(=O)CNC(=O)c2cccnc2)cc1	-5	1
1.4	0	i	7	2	8	-5	-0.3	CCOC(=O)Nc1sc(NS(=O)(=O)c2ccc(C)cc2)nc1C	34	0
0.5	-1	i	-5	2	3	1	0.1	COC(=O)c1ccc(NC(=O)CSc2nnc(C3CC3)n2C)cc1	2	0
0.7	-7	i	-3	-1	0	-2	-0.3	Cc1ccc(S(=O)(=O)N2CCN(C(=O)COC(=O)Cc3ccc(F)cc3)CC2)c(C)c1	-6	1
-3.7	0	i	4	4	12	-1	-0.4	CCOc1ccc(N2C(=O)CC(NCCc3ccc(S(N)(=O)=O)cc3)C2=O)cc1 (stereo not drawn)	-1	-2
-0.1	.	.	2	.	4	-3	-1.5	CC(C)(C)OC(=O)N1CCN(C(c2ccnc3ccccc23)c2nnnn2-c2ccc3c(c2)OCCO3)CC1 (stereo not drawn)	.	.
-1.2	13	i	10	2	0	0	-0.4	COc1ccc(Cc2nnc(SCC(=O)NC3CCCCC3)n2C)cc1	-83	-2
-1.1	1	i	-1	0	-1	-3	0.0	CCCS(=O)(=O)N1CCN(C(=O)c2cc(OC)cc(OC)c2)CC1	-4	1
1.7	-12	i	21	-9	-2	2	-0.5	COc1ccc(Cl)cc1NC(=O)C(=O)N/N=C/c1cc(C)n(-c2ccc(C)cc2)c1C	-6	4
1.2	3	i	-5	8	-14	-5	-0.1	O=C(Nc1cc(S(=O)(=O)N2CCOCC2)ccc1N1CCOCC1)c1ccccc1[N+](=O)[O-]	10	-2
-0.4	-10	i	-7	1	-3	-8	0.0	COc1cccc(C=Nc2ccccc2C(=O)Nc2ccccc2)c1O	10	3
-0.1	5	i	2	0	-1	1	-0.2	CO/N=C(\N)c1nonc1N	4	-3
0.1	1	i	0	1	-10	4	0.8	Cc1cc(Cl)ccc1OCC(=O)N/N=C/c1ccncc1	-6	-1
1.3	-8	i	-1	-10	4	-3	1.4	O=C(C1=C[C@@H](c2ccccc2)C[C@@H](OCc2ccc(CO)cc2)O1)N1CCN(Cc2ccc3c(c2)OCO3)CC1	9	0
14	7	i	6	-1	6	5	-0.6	CC(=O)c1ccc(-n2nnnc2SCC(=O)Nc2sc(C)c(C)c2C#N)cc1	0	3
2.1	0	i	15	-8	-1	1	-1.7	Cc1ccnc(SCC(=O)Nc2oc(-c3ccccc3)c(-c3ccccc3)c2C#N)n1	2	2
-1.1	-4	i	-8	1	0	-6	-0.7	Cc1ccc(CCNC(=O)c2cccc(NC3=NC4CS(=O)(=O)CC4S3)c2)cc1 (stereo not drawn)	-128	-1
-0.2	-3	i	6	4	-6	0	-0.1	CCc1nnc(NC(=O)C2CCN(C(=O)c3ccco3)CC2)s1	13	0
-0.5	-9	i	-18	3	5	1	-0.7	CCc1cccc(N(C)C(N)=Nc2cccc3ccccc23)c1	6	-8
0.8	-8	i	-1	-2	0	3	-0.3	COc1ccccc1OCCNC(=O)CN(c1cccc(C)c1)S(=O)(=O)c1ccccc1	-5	-2
-0.3	-9	i	-2	13	5	-2	0.7	O=C(O)c1cccn1Cc1ccccc1F	4	6
52*	.	i	34*	-11	-57	6	0.3	CC(C)Nc1nc(NCCN2CCCC2)c2sc(-c3ccccc3)cc2n1	-10	8
0.2	-1	i	3	3	1	0	0.1	CCOC(=O)c1ccc(NC2c3ccccc3C(=O)N2c2cccnc2)cc1 (stereo not drawn)	2	2
-1.1	-14	i	-1	2	3	1	-0.2	Cc1c(NC(=S)Nc2cccc(Cl)c2)c(=O)n(-c2ccccc2)n1C	16	-2
-1.3	-4	i	-7	-2	-8	-7	0.0	Cc1cc(C)nc(SCCC(=O)Nc2ccccc2Cl)n1	7	-1
-2.2	-7	i	-1	1	1	-1	-0.3	CC(=O)c1c(C)[nH]c(C(=O)OCC(=O)N(C)c2c(N)n(Cc3ccccc3)c(=O)[nH]c2=O)c1C	-13	2
-0.9	-6	i	0	3	4	1	1.3	COc1ccc(NC(=S)N2CCC(C(=O)c3ccc(Cl)cc3)CC2)cc1	-100	2
-2.0	.	i	-5	6	0	6	-0.1	COc1ccc(CNC[C@H]2O[C@@H](n3ccc(=O)[nH]c3=O)[C@H](O)[C@@H]2O)cc1	-5	-2
-0.1	1	i	1	-1	1	-6	0.0	Cc1cccc(C(=O)Nc2ccccc2C(=O)NCc2cccnc2)c1	-9	0
0.0	-4	i	-3	4	0	1	0.3	CCO[C@H]1OC(C(=O)N2CCN(C)CC2)=C[C@@H](c2ccc(Br)cc2)[C@@H]1CCCO	-9	1
-0.3	-12	i	5	-3	-6	2	-0.6	COc1ccc(C(=O)N2CCC(C(=O)Nc3cccc(C)c3)CC2)cc1OC	5	0
5.4	-15	i	-10	-4	16	1	-0.4	COc1cccc(NC(=O)c2ccccc2Oc2ccccc2)c1	-5	4
1.5	11	i	-2	-2	-1	5	-0.2	O=C(COC(=O)CNC(=O)c1ccccc1Cl)Nc1cc(C(F)(F)F)ccc1Cl	8	-1
-0.1	-2	i	4	0	3	-5	1.7	Nc1cc(=O)[nH]c2nnc(SCC(=O)Nc3cccc4ccccc34)n12	-10	1
-1.3	0	i	-1	1	3	-2	0.1	c1ccc(C2OCCN2c2ccccc2)cc1 (stereo not drawn)	14	-4
1.7	-9	i	-3	-1	-3	-1	-0.4	COC(=O)c1ccccc1NC(=O)c1cc2ccccc2o1	3	3
0.8	-21	i	-5	-4	-11	2	-0.1	CCCCCCn1c(=O)c(F)cn(Cc2ccc(OC)c([N+](=O)[O-])c2)c1=O	1	-6
-0.1	4	i	1	-10	-20	-6	-0.2	COc1cc(C(CCN2CCCC2)c2c(OC)cc(OC)c3c(-c4ccccc4)cc(=O)oc23)cc(OC)c1OC (stereo not drawn)	-9	-1
-0.6	-4	i	-4	3	1	2	1.1	COCCCNC(=O)CCN1N=C(c2ccccc2)CCC1=O	5	0
0.3	0	i	0	2	-5	-9	-0.1	CSc1ncccc1C(=O)OCC(=O)NCCCc1ccccc1	11	2
0.3	-7	i	-3	3	1	-2	-0.8	O=C(COc1ccc2c(c1)CCC2)Nc1ccccn1	-2	4
-2.4	.	i	-7	13	36	-3	-0.1	Cc1cc(NC(=O)COc2ccc3c(C)c(C)c(=O)oc3c2)no1	6	2
1.7	-6	i	-12	-5	0	1	-0.2	Cc1ccccc1NC(NC(=O)c1cccs1)C(Cl)(Cl)Cl (stereo not drawn)	5	-2
-1.9	1	.	-1	1	-4	17	-0.4	Cn1c(=O)oc2cc(S(=O)(=O)NCc3cccnc3)ccc21	2	-3
6.9	9	i	19	1	1	-4	-0.7	Clc1ccc(Cc2ccc(SCc3ccccc3)nn2)c(Cl)c1	-8	2
-2.8	-6	i	5	-2	-2	-5	-0.1	COC(=O)C1CCN(C(=O)C2CCCCC2)CC1	-6	-7
1.9	-6	i	0	-1	3	-1	0.0	CCOC(=O)C1=NNC(C(=O)c2ccccc2)C1c1ccc(Cl)cc1 (stereo not drawn)	5	-2
2.5	-4	i	-8	-6	-9	2	-0.8	Cc1ccc(S(=O)(=O)c2c(N)n(CCCN(C)C)c3nc4ccccc4nc23)cc1	-13	3
